Screens: PubChem BioAssay, several laboratories
S1P2 ag = activates the human S1P2 receptor | O95136 | S1P2-expressing cell line, agonist reporter read-out | activation, % at 4.5 µM | 0.46% of 97,000 active | AID 729; in the data active = activation above about 16%;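 also: 0% = vehicle low control and 100% = maximal reference agonist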
Target sequence (O95136 whole entry, looked up): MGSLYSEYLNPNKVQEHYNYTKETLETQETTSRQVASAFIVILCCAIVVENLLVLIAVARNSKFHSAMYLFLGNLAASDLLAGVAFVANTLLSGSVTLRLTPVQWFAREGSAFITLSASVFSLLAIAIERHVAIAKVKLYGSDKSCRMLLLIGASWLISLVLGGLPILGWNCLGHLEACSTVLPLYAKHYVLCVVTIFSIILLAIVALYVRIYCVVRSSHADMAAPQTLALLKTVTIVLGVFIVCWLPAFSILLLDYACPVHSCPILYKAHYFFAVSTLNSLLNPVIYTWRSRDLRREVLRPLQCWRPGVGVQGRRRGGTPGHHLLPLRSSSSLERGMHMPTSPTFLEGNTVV
Lung fibro prol = blocks proliferation of human lung fibroblasts; LL 47 human lung fibroblast viability, ATP luminescence; active compounds read low; viability, % at 10 µM; 1.1% of 85,000 active;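 active = viability at or below 50% in the single dose screen; inactive = viability above 50%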;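 also: compound exposure lasted 72 h before the ATP readout; 100% = median luminescence of untreated cell-only wells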
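Material: human lung fibroblast line LL 47, low passage; Evaluation: viability percentage against median untreated-cell control; Buffer or medium: 15% FBS in IMEM; Incubation: 72 h compound exposure at 37 °C after overnight plating; Dosing: 0.1% DMSO in all compound wells; Measured by: CellTiter-Glo luminescence.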
HUVEC prolif 384 = blocks proliferation of human endothelial cells. HUVEC proliferation, CellTiter-Glo luminescence, 72 h; active compounds read low. viability, % at 10 µM (by protocol). 1.1% of 86,000 active. AID 648;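 active = viability at or below 30%; inactive = viability above 30%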;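 also: 100% = median luminescence of DMSO-only cell control wells on each plate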
sEH inh = inhibitors of human soluble epoxide hydrolase | recombinant human sEH enzymatic activity assay | inhibition, % at 2 µM | P34913 | AID 707 | 0.34% of 91,000 active; in the data active = inhibition above about 80%; also: values of inactives mirror those of a sister screen read the other way; many of its hits are not listed in these tables
Target sequence (P34913 whole entry, looked up): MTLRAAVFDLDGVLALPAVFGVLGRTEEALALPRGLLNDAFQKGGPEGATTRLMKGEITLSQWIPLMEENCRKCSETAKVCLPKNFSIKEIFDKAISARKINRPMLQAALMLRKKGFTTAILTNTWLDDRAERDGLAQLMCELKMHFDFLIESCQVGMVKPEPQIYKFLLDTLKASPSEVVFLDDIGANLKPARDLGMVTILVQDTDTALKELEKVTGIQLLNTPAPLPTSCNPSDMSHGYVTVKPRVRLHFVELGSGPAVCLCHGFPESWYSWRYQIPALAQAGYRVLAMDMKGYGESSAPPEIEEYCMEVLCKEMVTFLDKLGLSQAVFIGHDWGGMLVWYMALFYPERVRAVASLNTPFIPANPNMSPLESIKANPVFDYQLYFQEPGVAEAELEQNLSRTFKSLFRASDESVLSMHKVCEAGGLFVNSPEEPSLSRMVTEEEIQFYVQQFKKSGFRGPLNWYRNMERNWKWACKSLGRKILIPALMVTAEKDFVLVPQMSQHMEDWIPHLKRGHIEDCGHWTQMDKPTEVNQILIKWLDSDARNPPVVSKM
sEH activator = soluble epoxide hydrolase (human) activation | activation, % at 2 µM | 0.04% of 91,000 active | purified human sEH enzymatic activity, activator screen; in the data active = activation above about 37%; also: values of inactives mirror those of a sister screen read the other way
LYP act = activators of human LYP (PTPN22) phosphatase; 0.11% of 96,000 active; recombinant LYP, DiFMUP fluorescence; 0 = plate median, 100 = signal doubled; activation, % at 2 µM; Q9Y2R2;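 active = activation at 2 µM above a set limit, the mean plus 5 SD, cut at about 37% in these data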
PostGolgi ctrl = inhibits growth of the yeast control strain. efflux-deficient yeast background strain, growth absorbance A615, 16 h. inhibition, % at 10 µM. 5% of 98,000 active. AID 738; in the data active = inhibition above about 30%
S1P2 antag = blocks the human S1P2 receptor | O95136 | cell-based S1P2 antagonist assay, inhibition at 5 uM | inhibition, % at 5 µM | 0.21% of 97,000 active; in the data active = inhibition above about 45%;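 also: CRE beta-lactamase reporter cells expressing human S1P2 stimulated with S1P; 0% = agonist at EC80 alone and 100% = agonist plus reference antagonist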
H69AR inhibit = growth inhibitors of human H69AR lung tumor cells. viability, % at 10 µM. 6% of 85,000 active. H69AR lung tumor viability, ATP luminescence, 72 h; active compounds read low;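 active = viability at or below 40%; inactive = viability above 40%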;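 also: multidrug resistant small cell line overexpressing MRP-1 efflux transporter; 100% = mean luminescence of untreated control wells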
* = called active by the depositor; . = not tested or not shown. A portion of the library; the hit share may differ from the screen's.

mol | S1P2 ag | Lung fibro prol | HUVEC prolif 384 | sEH inh | sEH activator | LYP act | PostGolgi ctrl | S1P2 antag | H69AR inhibit
CCC(C)(C)n1nnnc1CN1CCN(C(c2ccccc2)c2ccccc2)CC1 | -8 | 97 | 90 | 8 | -2 | -13 | . | -13 | 56
CCNc1nc(NC(C)CC)nc(Oc2ccc(=O)[nH]n2)n1 (configuration not stated) | 0 | 97 | 100 | 2 | -1 | 1 | 6 | -12 | 95
Cc1cc(C)c(C#N)c(N2CCN(Cc3ccccc3)CC2)n1 | -3 | 99 | 102 | -12 | 10 | -11 | 6 | -8 | 84
CC(NC(=O)c1cccc(N2CCCC2=O)c1)c1ccc2c(c1)OCCO2 (configuration not stated) | -6 | 87 | 105 | 31 | -31 | 4 | 6 | 11 | 91
COC(=O)c1cc(NS(=O)(=O)c2ccc(NC(C)=O)cc2)cc(C(=O)OC)c1 | -2 | 99 | 93 | 9 | -10 | 8 | 2 | 6 | 85
CCOc1ccc(CC2c3cc(OCC)c(OCC)cc3CCN2C(=O)c2cc(OC)c(OC)c(OC)c2)cc1OCC (configuration not stated) | 1 | . | . | 10 | -11 | 6 | 6 | 5 | .
Cc1ccc(C)c(N2CCN(CCCNC(=O)Cn3cc4c(n3)CCC(C)C4)CC2)c1 (configuration not stated) | -8 | 73 | 15* | 1 | -1 | -4 | 26 | 41 | 46
O=c1[nH]nc2c3ccccc3cnn12 | -2 | 91 | 94 | . | . | 3 | 3 | 5 | 98
Cc1ccc(C(=O)N2CCN(C(=O)CN3CCCC3)C2)cc1 | -7 | 107 | 110 | . | . | -5 | -4 | 4 | 100
CN1CCN(Cc2oc(CO)cc(=O)c2O)CC1 | -1 | . | . | 2 | -1 | 13 | 15 | 9 | .
CCCCN(C)CCCNC(=O)CCn1nc(-c2ccccc2)ccc1=O | -3 | 107 | 93 | -2 | 2 | 4 | 3 | 12 | 97
C=CCNC(=O)CC(=O)N/N=C/c1ccccc1F | -11 | . | . | -7 | 8 | 1 | -8 | 10 | .
O=C1/C(=C\c2ccc(-c3ccccc3Cl)o2)SC(=S)N1CC1CCCO1 (configuration not stated) | -3 | . | . | -5 | 6 | 9 | 9 | 10 | .
COc1ccc(OC)c(C(c2nnnn2C2CCCC2)N2CCN(c3ccccc3F)CC2)c1 (configuration not stated) | -5 | 89 | 116 | 1 | -4 | 2 | 12 | 15 | 85
Cc1ccc(C(=O)N/C(=C\c2ccc(Br)cc2)c2nc(=S)[nH][nH]2)cc1 | 1 | . | . | -11 | 9 | -11 | 9 | 10 | .
O=C(NCC1CCCO1)C1CCN(S(=O)(=O)N2CCCC2)CC1 (configuration not stated) | -3 | . | 84 | -6 | 3 | -2 | -11 | 1 | 101
CCn1c(NCc2ccco2)nc2c1c(=O)n(C)c(=O)n2C | -1 | 97 | 97 | -12 | 6 | 15 | . | -10 | 94
CN(C)S(=O)(=O)Oc1ccsc1C(=O)Nc1cccc(Cl)c1 | -2 | . | . | 0 | 2 | 0 | 22 | -3 | .
O=C(O)CCc1nn2c3ccccc3n(CC(=O)c3ccccc3)c2nc1=O | 0 | 101 | 85 | -16 | 12 | -3 | 1 | 12 | 88
COc1ccnc(Nc2ccc(C)c(C)c2)c1C#N | -7 | . | . | -7 | 9 | 4 | 1 | 8 | .
O=C(Cn1cnc2c(oc3ccccc32)c1=O)NCc1ccccc1 | -2 | 89 | 80 | -3 | 2 | -2 | -7 | -6 | 79
CCOC(=O)c1c(-c2ccc(C)o2)csc1NC(=O)COC(=O)c1cccs1 | -5 | 93 | 82 | -6 | 3 | -2 | -2 | 10 | 91
CC(=O)c1c(C(C)=O)c(C)n(-c2ccc(O)cc2)c1C | 1 | 98 | 93 | -5 | 7 | 16 | 6 | -20 | 101
Cc1ccc(C(=O)OC2=CC(=O)CC(C)(C)C2)cc1 | -4 | . | . | 2 | 0 | 15 | -2 | 17 | .
C=CCOc1ccc(/C(O)=C2\C(=O)C(=O)N(CCCOC)C2c2ccncc2)cc1 (configuration not stated) | . | 95 | 111 | . | . | . | 3 | . | 98
COCCCN1C(=O)c2ccccc2C1C(=O)NC1CCCCCC1 (configuration not stated) | -7 | 102 | 99 | -5 | 5 | -2 | 1 | 15 | 101
CN(CC(=O)Nc1ccc(C#N)cc1)Cc1ccc(Cl)c(Cl)c1 | -4 | 100 | 104 | . | . | -4 | 34* | 4 | 76
COc1ccc2[nH]c(=O)c(NC(N)=S)nc2c1 | -6 | . | . | 8 | -11 | -5 | 0 | 1 | .
COn1c(C)c(C(C)=O)c2c3no[n+]([O-])c3ccc21 | -2 | . | . | -4 | 4 | 14 | -3 | -26 | .
CC(C)(C)C(=O)N=C1SC2CS(=O)(=O)CC2N1c1ccc2c(c1)OCO2 (configuration not stated) | -3 | 98 | 98 | 4 | -6 | 5 | 1 | -14 | 97

Remaining list, next part:
mol | S1P2 ag | Lung fibro prol | HUVEC prolif 384 | sEH inh | sEH activator | LYP act | PostGolgi ctrl | S1P2 antag | H69AR inhibit
Cc1nnc(SCC(=O)N2CCc3ccccc32)n1-c1ccccc1 | -2 | 83 | 96 | 2 | -2 | -12 | 6 | -1 | 93
COC(=O)Cn1cnc2c(C#N)c3n(c2c1=O)CCCC3 | -1 | 99 | 101 | 4 | -3 | -11 | 8 | -14 | 93
Cc1csc2nc(CSc3nncn3-c3ccccc3)c(Br)n12 | -6 | 107 | 98 | 9 | -8 | -4 | 3 | -25 | 75
O=C(O)CCCCNS(=O)(=O)c1ccc(Cl)c(C(F)(F)F)c1 | -6 | . | 94 | . | . | 6 | -1 | 5 | 105
COc1ccc(S(=O)(=O)Nc2cc3c4c(oc3c3ccccc23)CCCC4=O)cc1 | -5 | . | . | 3 | -1 | -9 | 45* | -6 | .
CCOC(=O)Cc1csc(SCC(=O)Nc2sc3c(c2C(N)=O)CCC3)n1 | . | 97 | 101 | . | . | . | 9 | . | 95
COc1ccc(Oc2nccc(-c3ccc(Cl)cc3)n2)cc1 | -5 | . | . | 2 | -4 | 4 | 12 | 10 | .
COc1ccc(NC(=O)c2cnc3n(c2=O)CCS3)cc1OC | . | 98 | 96 | . | . | . | 9 | . | 105
CCC1CCc2sc(C(=O)O)cc2C1 (configuration not stated) | -4 | 96 | 108 | -16 | 16 | -6 | 4 | -9 | 79
Cc1cc(S(=O)(=O)NCC(c2ccccc2)c2ccccc2)ccc1-n1cnnn1 | 0 | 95 | 78 | -11 | 9 | 11 | 4 | -20 | 75
Cn1c(Cc2csc(N)n2)nnc1SCC(=O)NCc1ccccc1 | -6 | 94 | 96 | -17 | 23 | 4 | 0 | -20 | 74
COc1cc(/C=C(/NC(=O)c2ccccc2)C(=O)Nc2cccc(O)c2)c([N+](=O)[O-])cc1OC | -11 | . | . | 5 | -2 | 4 | 16 | -4 | .
CC(=O)c1c(N2CCOCC2)nc(=O)n(-c2ccccc2)c1C | -1 | 102 | 104 | -11 | 6 | -11 | 5 | -16 | 91
CSCCC(N=CC1=C(O)CC(C)(C)CC1=O)C(=O)O (configuration not stated) | -6 | . | . | 4 | -5 | -8 | -2 | 1 | .
COc1ccc(CN2CCc3ccccc3C2)c(OC)c1OC | -4 | 97 | 95 | -8 | 2 | -8 | -1 | -9 | 94
COc1ccc(-n2nc3cc(C)c(NC(=O)c4cccnc4)cc3n2)cc1 | -2 | 108 | 93 | -3 | 3 | -2 | 2 | 10 | 107
COc1ccc(-n2c(Cc3cc(=O)[nH]c(=O)[nH]3)nnc2SCC(=O)N2CCC(C)CC2)cc1 | -5 | 93 | 92 | 0 | -1 | 2 | 10 | -1 | 96
FC(F)Sc1ccc(N=C2NN=C(c3ccc4c(c3)OCCO4)CS2)cc1 | -7 | 99 | 72 | -9 | 8 | -8 | 12 | 15 | 105
COc1ccc(N2C(=O)c3ccc(NC(C)=O)cc3C2=O)cc1 | -5 | . | 97 | -14 | 12 | 10 | 14 | 8 | 104
CCCC(=O)Nc1ccc2c(c1)nc(CN1CCN(C(C)=O)CC1)n2C | 0 | 99 | 108 | . | . | -3 | 31* | -7 | 95
CC(=O)c1ccc(NC(=O)C2CCCN2S(=O)(=O)c2ccc(F)cc2)cc1 (configuration not stated) | -3 | 94 | 114 | . | . | 7 | 22 | -23 | 90
Nn1c(CSc2ccccn2)nc2ccccc2c1=O | 1 | 105 | 102 | 1 | -1 | -9 | 7 | -13 | 88
Cc1cccc(Cc2c(C)nc3nc(SCC(=O)NCc4ccco4)nn3c2C)c1 | -5 | 89 | 76 | -1 | 2 | 0 | 20 | -12 | 51
CCOC(=O)C1CCCN(C(=O)c2cn(C)c(=O)c3cc(OC)c(OC)cc23)C1 (configuration not stated) | 1 | 106 | 94 | -4 | 6 | -5 | . | -2 | 80
O=C1c2cccnc2Nc2ccccc2N1CCCF | -5 | . | . | 2 | 0 | -4 | 4 | 4 | .
CCOC(=O)N1CCC(NC(=O)c2cnn3ccccc23)CC1 | -6 | 110 | 100 | -8 | 7 | -4 | 3 | 7 | 92
CCCOc1cccc(C(=O)N(Cc2cccs2)C2CCS(=O)(=O)C2)c1 (configuration not stated) | -1 | 92 | 96 | 8 | -8 | -1 | 5 | 11 | 100
COc1ccc(OC)c(NC(=O)CS(=O)(=O)c2ccccc2)c1 | -5 | 101 | 87 | 6 | -4 | -6 | 6 | -4 | 62
O=C(CCN1C(=O)c2ccccc2C1=O)Nc1cccnc1 | -8 | 105 | 93 | 2 | -2 | -6 | . | -6 | 107
C=CCn1c(CNc2ccccc2)nnc1SCC(=O)N/N=C/c1ccc(O)cc1O | -4 | . | . | 1 | -1 | -1 | -2 | -13 | .

The last two compounds of the section before open the next one:
mol | S1P2 ag | Lung fibro prol | HUVEC prolif 384 | sEH inh | sEH activator | LYP act | PostGolgi ctrl | S1P2 antag | H69AR inhibit
O=C(CCN1C(=O)c2ccccc2C1=O)Nc1cccnc1 | -8 | 105 | 93 | 2 | -2 | -6 | . | -6 | 107
C=CCn1c(CNc2ccccc2)nnc1SCC(=O)N/N=C/c1ccc(O)cc1O | -4 | . | . | 1 | -1 | -1 | -2 | -13 | .
O=C(OCC(=O)c1cccs1)c1ccc(NC(=O)c2ccco2)cc1 | . | 109 | 102 | . | . | . | 15 | . | 90
CC(=O)c1c(OCC(=O)O)ccc2c(C)cc(=O)oc12 | 3 | 107 | 107 | -3 | 5 | -2 | 6 | -15 | 106
COC(=O)\C(C(C)=O)=C(/C=C/C=C/C=C/N(C)C)N(C)C | -2 | 94 | 98 | . | . | 4 | -1 | -12 | 86
CS(=O)(=O)n1nc(-c2ccc(Cl)cc2)nc1SCc1ccccc1 | -3 | 102 | 72 | -4 | 3 | -2 | 5 | -14 | 102
Cc1ccc(/C=C2\SC(=S)N(c3c(C)n(C)n(-c4ccccc4)c3=O)C2=O)cc1 | -11 | . | . | -2 | 2 | -5 | 10 | 12 | .
C=CCN(CC=C)S(=O)(=O)c1ccc(NC(=S)NC(=O)Cc2ccc(OC)cc2)cc1 | -4 | . | . | 7 | -4 | -10 | 10 | 13 | .
Cc1nnc(SCC(=O)Nc2ncc(Cc3ccc(F)cc3)s2)n1N | -6 | 92 | 97 | -3 | 2 | 1 | 1 | -3 | 98

Arranged by SMILES length (descending): some entries from above.
mol | S1P2 ag | Lung fibro prol | HUVEC prolif 384 | sEH inh | sEH activator | LYP act | PostGolgi ctrl | S1P2 antag | H69AR inhibit
Cc1ccc(/C=C2\SC(=S)N(c3c(C)n(C)n(-c4ccccc4)c3=O)C2=O)cc1 | -11 | . | . | -2 | 2 | -5 | 10 | 12 | .
C=CCN(CC=C)S(=O)(=O)c1ccc(NC(=S)NC(=O)Cc2ccc(OC)cc2)cc1 | -4 | . | . | 7 | -4 | -10 | 10 | 13 | .
COC(=O)\C(C(C)=O)=C(/C=C/C=C/C=C/N(C)C)N(C)C | -2 | 94 | 98 | . | . | 4 | -1 | -12 | 86
CS(=O)(=O)n1nc(-c2ccc(Cl)cc2)nc1SCc1ccccc1 | -3 | 102 | 72 | -4 | 3 | -2 | 5 | -14 | 102
